# Compound activity deposited in PubChem by several laboratories.
# Fh CTSL1 inh – Fasciola hepatica cathepsin L1 inhibitors, primary screen, counter-screen for PFM18AAP inhibitor project, biochemical, QFRET, fluorogenic peptide substrate; AID 1906, 2009; inhibition, % at 5.96 µM; recombinant F. hepatica cathepsin L1, Z-Leu-Arg-MCA fluorescence; hit rate 0.49% among 300,000;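 active means inhibition above the mean of all tested compounds plus 3 SD, set per screening campaign, cut at about 17% in these data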;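 further: 0% = plate median of test compound wells and 100% = 1 µM Z-Phe-Ala-diazomethylketone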
# TPT1 inh – Candida albicans TPT1 enzyme inhibitors, primary screen, biochemical, fluorescence polarization | hit rate 0.81% among 300,000 | tRNA 2'-phosphotransferase TPT1 (Candida albicans SC5314) | recombinant caTPT1, FP RNA substrate dephosphorylation | inhibition, % at 5 µM | AID 1962, 2009;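 active means inhibition above the mean of all tested compounds plus 3 SD, set per screening campaign, cut at about 24% in these data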;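 further: plate controls were DMSO alone for no effect and ferristatin control at 100 nM for full effect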
# GASC-1 inh – inhibitors of GASC-1 histone demethylase, primary screen, biochemical, fluorescence, DELFIA europium; GST-JMJD2C(1-420) H3K9me3 demethylation; hit rate 0.069% among 330,000; Lysine-specific demethylase 4C (Homo sapiens), Q9H3R0; inhibition, % at 2.35 µM; AID 2099, 2009;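 active means more than half of a compound's replicate wells show inhibition beyond 50%, single wells judged on their own value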;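 further: signal counts dimethyl H3K9 product captured on neutravidin plate; 0% = median of DMSO wells and 100% = 0.3 times that DMSO median; strong numbers were not always called active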
# Target sequence (Q9H3R0 1-420 limits assumed): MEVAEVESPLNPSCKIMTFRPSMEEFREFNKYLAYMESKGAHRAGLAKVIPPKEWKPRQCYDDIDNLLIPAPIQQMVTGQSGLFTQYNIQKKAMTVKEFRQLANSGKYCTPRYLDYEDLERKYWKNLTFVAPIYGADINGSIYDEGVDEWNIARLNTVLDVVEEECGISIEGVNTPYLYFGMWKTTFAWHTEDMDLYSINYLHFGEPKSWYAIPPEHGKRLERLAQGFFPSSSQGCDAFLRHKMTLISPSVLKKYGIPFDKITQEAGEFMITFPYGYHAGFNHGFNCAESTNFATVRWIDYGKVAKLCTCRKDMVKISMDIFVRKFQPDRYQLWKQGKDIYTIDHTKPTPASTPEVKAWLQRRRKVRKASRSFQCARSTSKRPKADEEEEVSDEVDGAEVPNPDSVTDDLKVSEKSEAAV
# CR mimetic SO – reduction of superoxide in aged yeast, primary screen, HTS | S. cerevisiae aged cells, superoxide DHE fluorescence; hits give low values | superoxide response (% of plate mean), % at 10 µM | hit rate 0.18% among 330,000;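 active means superoxide response under a set limit, about three screen SD below normal, cut at about 65% in these data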;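 further: yeast aged for seven days with compound at 30 °C before DHE staining; 100% = average MFI of all compound-treated wells on the plate with controls excluded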
# core dimer inh – inhibitors of HCV core protein dimerization, primary screen, biochemical, TR-FRET, high-throughput | inhibition, % at 5 µM | TR-FRET GST/Flag-core106 dimerization, 1536-well | hit rate 0.33% among 300,000;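 active means inhibition above the mean of all tested compounds plus 3 SD, set per screening campaign, cut at about 45% in these data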
#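 Test system: GST/Flag-tagged HCV core106 proteins; Medium: KF-containing HEPES buffer, pH 7.45, DTT, CHAPS, BSA; Times: compound-protein-antibody incubation 4 h at 22.5 °C; Detection: TR-FRET 671 and 617 nm emission; Benchmarks: wells lacking GST-core106 and wells with excess unlabelled core106.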
# EBNA-1 inhibitor – EBNA-1 DNA-binding inhibitors, primary screen, biochemical, fluorescence polarization; inhibition, % at 14.8 µM; hit rate 0.34% among 300,000; in the data active means inhibition above about 28%
# PP1 counter – PP1-alpha phosphatase inhibitors, primary screen, counter-screen for PP5 inhibitor project, biochemical, fluorescence, OMFP substrate, single point; inhibition, % at 6.7 µM; hit rate 0.9% among 320,000; purified PP1alpha; Serine/threonine-protein phosphatase PP1-alpha catalytic subunit (Homo sapiens), P62136;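 active means inhibition above the mean inhibition of all tested compounds plus 3 SD, computed separately for each screening campaign, cut at about 15% in these data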
# Target sequence (P62136 whole entry, looked up): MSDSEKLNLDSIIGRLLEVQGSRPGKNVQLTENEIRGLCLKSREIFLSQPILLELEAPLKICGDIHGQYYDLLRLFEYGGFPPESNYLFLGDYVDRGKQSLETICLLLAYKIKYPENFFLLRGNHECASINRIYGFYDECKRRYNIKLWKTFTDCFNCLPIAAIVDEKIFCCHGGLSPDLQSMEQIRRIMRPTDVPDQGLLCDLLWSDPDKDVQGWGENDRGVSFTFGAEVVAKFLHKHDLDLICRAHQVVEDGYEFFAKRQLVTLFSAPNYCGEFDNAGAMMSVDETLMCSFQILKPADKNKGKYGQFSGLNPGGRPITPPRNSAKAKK
# PP5 primary – PP5 phosphatase inhibitors, primary screen, biochemical, fluorescence; purified PP5c, OMFP substrate fluorescence; inhibition, % at 6.7 µM; hit rate 0.18% among 320,000; AID 1987, 2009;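 active means inhibition above the campaign's mean inhibition across all tested compounds plus 3 SD, cut at about 9.5% in these data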;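 further: 0% = DMSO only and 100% = 100 µM cantharidin control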
# ZTA DNA inh – blocks Epstein-Barr virus ZTA, an EBNA-1 counter-screen. P03206. ZTA-DNA binding, fluorescence polarization. inhibition, % at 11 µM. hit rate 0.15% among 320,000; in the data active means inhibition above about 33%
# Target sequence (P03206 whole entry, looked up): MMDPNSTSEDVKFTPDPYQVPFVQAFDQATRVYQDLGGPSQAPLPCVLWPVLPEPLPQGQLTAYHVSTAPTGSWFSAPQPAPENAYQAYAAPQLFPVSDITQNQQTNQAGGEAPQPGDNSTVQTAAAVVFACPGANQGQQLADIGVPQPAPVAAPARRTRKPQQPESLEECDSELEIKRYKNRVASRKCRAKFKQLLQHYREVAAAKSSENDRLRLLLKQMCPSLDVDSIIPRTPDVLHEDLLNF
# Numbers without * were called inactive; i = inactive; / = not tested or not shown.
# Sequence of screens: Fh CTSL1 inh	TPT1 inh	GASC-1 inh	CR mimetic SO	core dimer inh	EBNA-1 inhibitor	PP1 counter	PP5 primary	ZTA DNA inh
- CC(=O)N1N=C(c2cccc(NS(=O)(=O)c3ccc(C)cc3)c2)CC1c1ccco1 (configuration not stated)
  -2.7	2.6	7.9	114.4	10.2	-13.5	4.3	1.5	-5.5
- CC(C)(C)c1cc(C(=O)N/N=C/c2ccccn2)n[nH]1
  3.2	-2.5	13.0	102.5	-3.6	-6.6	-4.4	0.0	4.6
- CCOC(=O)C(C)OC(=O)C1=C(C)NC(=O)NC1c1ccc2c(c1)OCO2 (configuration not stated)
  10.5	0.8	-7.9	105.6	-13.4	0.7	-7.5	-5.8	-7.3
- C=CCN(CC=C)S(=O)(=O)c1ccc(NC(=S)NC(=O)c2ccc(-c3ccccc3)cc2)cc1
  -0.7	0.4	-3.1	75.4	17.1	10.4	8.9	0.5	15.0
- Cc1nnc(N2CCCC(C(=O)Nc3cc(F)ccc3F)C2)c2nn(-c3ccccc3)c(C)c12 (configuration not stated)
  4.3	2.6	4.5	118.7	11.7	2.4	9.1	1.0	-0.2
- O=C(O)COc1cccc(/C=C2/SC(=S)N(Cc3ccccc3)C2=O)c1
  1.7	0.9	15.9	92.3	55.5*	26.2	12.9	-0.5	11.0
- COc1ccc(NC(=S)NC(=O)c2cncc(Br)c2)c(OC)c1
  -4.7	0.7	-10.1	96.8	2.6	12.4	-4.0	-1.8	12.3
- O=C(O)/C(=C\c1ccccc1Cl)c1ccc(S(=O)(=O)N2CCCCC2)s1
  -1.2	6.3	4.5	124.3	40.0	6.5	1.9	5.2	-2.4
- CN1CCC(CNC(=O)Nc2ccccc2)(c2ccccc2)CC1
  -1.4	1.7	-21.5	115.3	-9.1	-2.8	-5.7	-1.9	2.5
- O=C(NCc1ccc2c(c1)OCO2)C1CCN(C(=O)Nc2ccc(Cl)cc2)CC1
  0.3	-3.4	6.2	102.1	-3.2	4.9	4.2	-1.0	-10.4
- CCC(NC(=O)c1ccccc1NC(=O)c1ccccc1)C(=O)OC (configuration not stated)
  1.4	-2.5	1.9	88.2	-8.7	-12.3	-2.7	-0.8	-11.5
- Cc1cc(NC(=O)C2CC2)ncc1NC(=O)C12CC3CC(CC(C3)C1)C2
  -2.0	-1.2	-2.8	86.6	-1.2	-8.4	-4.4	-0.8	7.3
- Cc1ccc(C(CNC(=O)C(=O)Nc2ccc3c(c2)OCCO3)N2CCN(C)CC2)cc1 (configuration not stated)
  1.0	0.5	3.5	101.2	-0.2	-7.0	-6.3	-2.4	5.1
- CC(C)(C)Nc1nc(Oc2ccc(=O)n(-c3ccccc3)n2)nc(N2CCOCC2)n1
  4.5	-1.6	4.7	105.1	0.5	2.1	-0.1	0.5	11.6
- O=C(Cn1ncc2c(=O)oc3ccccc3c21)NCCC1=CCCCC1
  3.5	-3.2	-9.9	103.2	2.8	-6.8	4.0	0.0	13.0
- Cc1ccc(C(=O)NCCc2csc(C)n2)cc1
  -6.5	-0.6	-2.0	124.1	10.8	-5.7	-3.9	3.0	-15.0
- CCc1c(C)c2c(C)[nH]nc2oc1=O
  -0.1	-4.5	-3.2	96.4	-6.5	-6.1	1.9	5.3	-1.4
- COc1ccc(C2CC(c3cccs3)=NN2C(=O)CSc2nc(=O)n3cc(C)ccc3n2)cc1 (configuration not stated)
  7.9	0.4	13.0	98.1	15.6	-6.0	4.8	-0.2	9.1
- Cc1cc(C(F)(F)F)nc(CCNCc2c(C(=O)N3CCCC3)nc3ccccn23)n1
  1.6	3.3	-12.9	101.0	4.7	3.4	-2.5	-1.5	0.1
- Cc1ncc2c(n1)-c1cc(F)ccc1SC2
  -4.0	1.5	-5.7	95.5	6.4	-14.2	-4.1	1.0	0.4
- CCOC(=O)CC1COCCN1C(=O)CCc1nnc(-c2ccsc2)o1 (configuration not stated)
  -3.1	1.9	-3.0	92.2	-1.0	4.7	-1.1	0.7	-1.0
- COc1cccc(/C=C2\SC(=S)N(C(Cc3ccccc3)C(=O)O)C2=O)c1 (configuration not stated)
  0.2	-1.0	1.1	109.3	12.3	5.0	3.9	3.1	13.6
- COCCn1c(C)cc(C(=O)COC(=O)c2cncc(Br)c2)c1C
  -8.4	2.6	16.8	98.5	7.5	-2.3	-3.0	4.2	10.7
- CCCN(CC1CC1)C(=O)Nc1ccccc1C
  -1.7	-3.9	-4.8	68.2	-3.3	3.3	-0.9	0.1	4.5
- CC1C(=O)Nc2ccccc2N1C(=O)c1ccc(Cl)cc1 (configuration not stated)
  -4.6	-0.5	-11.9	95.0	-8.0	-5.0	7.5	2.8	2.8
- CCCc1nnc(NC(=O)CCC(=O)NC2CCCC2)s1
  -1.5	-0.6	-7.7	85.4	5.8	-7.0	-2.0	-2.8	9.0
- COc1ccc(CCNC(=O)C2CCCN(S(=O)(=O)c3cccc4nonc34)C2)cc1OC (configuration not stated)
  0.5	-4.0	-1.4	91.5	3.8	-2.8	-4.1	-1.5	17.5
- Cn1c(-c2ccc(Br)cc2)cnc1NCc1ccc(C#N)cc1
  -0.7	-0.7	i	100.3	-23.1	-3.4	2.6	-2.1	-18.5
- COc1ccc(N2CCN(S(=O)(=O)CCNC(=O)/C=C/c3ccccc3)CC2)cc1
  0.5	-2.3	-4.2	100.4	-3.2	1.6	-2.7	0.0	-10.9
- Cc1cccc(N2CCN(C(=O)CS(=O)(=O)Cc3nc(-c4ccccc4F)oc3C)CC2C)c1 (configuration not stated)
  -0.5	2.5	-9.1	120.2	-8.5	-2.1	3.0	3.6	3.6
- CC(=O)Nc1ccc(NC(=O)Cn2c(=O)n(-c3ccc(C)cc3)c(=O)c3oc4ccccc4c32)cc1
  6.8	1.5	8.7	76.9	5.9	-8.5	0.2	0.0	6.3
- Cc1ccc(NC2=NC(c3ccc(C)cc3)n3c(nc(C)cc3=O)N2)cc1 (configuration not stated)
  9.0	-0.1	-12.7	122.3	2.7	-10.2	4.4	-1.9	-8.1
- Cc1ncc(N=Nc2ccc(F)cc2)c(-c2ccc(Cl)cc2)n1
  -1.3	-4.0	5.1	103.1	-0.5	-0.5	-4.8	1.4	-2.0
- Cc1c(C(=O)Nc2ccc(S(=O)(=O)N(C)C3CCN(C)CC3)cc2)oc2c(Cl)cccc12
  5.5	0.2	7.0	120.0	1.1	-1.8	2.6	2.1	9.9
- CC1(C)CC2(CCO1)OC(=O)CC2C(=O)NCCc1ccccc1 (configuration not stated)
  -3.7	-1.0	-4.8	99.2	-1.3	2.9	-0.8	-0.2	-4.5
- Cc1csc(NC(=O)c2cccc([N+](=O)[O-])c2C(=O)O)n1
  -1.8	-6.0	4.3	96.3	-0.6	4.3	-0.5	-1.1	-7.5
- CN(C(=O)c1ccc(S(=O)(=O)N2CCOCC2)cc1)C1CCS(=O)(=O)C1 (configuration not stated)
  -0.8	0.4	5.9	96.3	-1.4	11.3	-1.4	-1.5	-2.8
- COc1ccccc1CNC(=O)CSc1nn2c(=O)c(C(C)(C)C)nnc2s1
  14.3	-2.4	/	105.2	6.6	-0.7	1.7	2.0	-9.3
- O=c1cc(N2CCOCC2)[nH]c(=O)n1-c1ccc(Cl)cc1
  2.6	3.2	12.6	102.6	2.7	0.2	-0.7	-0.5	11.4
- CCOC(=O)C(=CNc1cc(C)ccc1-n1cccc1)C(=O)OCC
  1.7	0.5	-31.2	98.0	6.7	-2.7	-6.9	3.1	-9.4

# Two compounds from above, showing only PP1 counter:
SMILES	PP1 counter
COc1ccccc1CNC(=O)CSc1nn2c(=O)c(C(C)(C)C)nnc2s1	1.7
O=c1cc(N2CCOCC2)[nH]c(=O)n1-c1ccc(Cl)cc1	-0.7

# Next section.
# Sequence of screens: Fh CTSL1 inh	TPT1 inh	GASC-1 inh	CR mimetic SO	core dimer inh	EBNA-1 inhibitor	PP1 counter	PP5 primary	ZTA DNA inh
- CCCc1[nH]nc2c1C(c1ccc(OCCN3CCOCC3)c(OC)c1)C(C#N)=C(N)O2 (configuration not stated)
  1.8	-4.8	5.0	106.7	7.3	-8.3	-0.8	2.9	1.4
- CC(=O)n1nc(-c2ccccc2)cc1-c1ccccc1
  -5.3	-0.6	7.5	97.3	1.1	3.5	-0.4	-0.9	8.7
- Cc1cc(C)c2c(CN3CCC(C)CC3)cc(=O)oc2c1C
  4.5	1.6	0.8	104.1	4.9	-16.6	-0.3	0.6	-18.5
- Nn1c(SCC(=O)N2CCc3ccccc3C2)nnc1-c1cccs1
  0.2	0.0	1.2	91.0	2.7	3.0	-1.4	0.2	8.3
- O=C1C2C3C=CC(C3)C2C(=O)N1c1nc2ccccc2s1 (configuration not stated)
  -1.7	1.7	10.4	92.4	-3.2	-1.8	1.2	1.6	5.3
- COc1cc(-c2nc3cnccn3c2Nc2ccc(C(C)C)cc2)ccc1O
  5.7	3.3	2.7	119.1	-3.7	-8.5	-0.8	4.0	2.7
- Cc1cc(Nc2c(C#N)c(N)nn2C)ccc1F
  -2.1	-0.8	-9.5	97.5	-6.5	9.0	-6.0	1.8	-8.1
- O=C(NCC1CCCO1)c1cccc(C(=O)NCC2CCCO2)c1 (configuration not stated)
  0.6	-1.0	-7.6	103.5	0.9	6.0	-1.1	0.9	-20.8
- Cc1nc2sc(C(c3ccco3)N3CCN(c4ccc(F)cc4)CC3)c(O)n2n1 (configuration not stated)
  -1.2	0.0	4.1	92.1	5.9	-4.7	-2.6	3.4	6.9
- COc1cc(OC)cc(C(=O)Nc2ccc3nc4n(c(=O)c3c2)CCCC4)c1
  -5.5	-0.2	1.3	94.8	0.8	11.5	-2.9	2.7	13.8
- Cc1cccc2sc(NC(=O)[C@H](C)N3C(=O)C4CC=CCC4C3=O)nc12 (some centres not stated)
  6.4	1.6	-1.2	109.3	2.6	-2.5	-1.1	0.0	6.8
- COCCCNC(=O)c1ccc2nc3ccccc3c(=O)n2c1
  2.9	-2.6	13.8	92.2	4.1	-6.5	0.4	0.1	-13.0
- COc1ccnc(Oc2ccc(Cl)cc2)c1C#N
  -4.0	2.0	2.7	113.0	-4.6	5.4	2.6	4.1	-20.3
- O=C(COC(=O)[C@@H]1CCCN1S(=O)(=O)c1ccc(Cl)cc1)NCC(F)(F)F
  -12.5	-0.9	3.2	103.1	-11.7	-13.5	-5.5	-2.5	7.8
- CCCN1CCN(C(=O)CCCNC(=O)c2ccc(Cl)cc2)CC1
  4.7	1.4	-9.6	101.4	-7.2	-11.2	-3.1	-1.0	1.4
- O=C(NCCN1CCCC1)c1cc(-c2ccncc2)nc2ccc(S(=O)(=O)N3CCOCC3)cc12
  1.1	0.7	-6.7	99.5	-0.5	7.1	-1.9	1.3	-5.2
- O=C(NNS(=O)(=O)c1ccc(F)cc1)c1ccccc1F
  -0.6	-0.4	4.3	96.2	0.2	-6.2	-0.2	-0.8	-3.2
- CC(OC(=O)c1ccncc1)C(=O)NC1CCCC1 (configuration not stated)
  -10.7	-5.0	108.6	105.9	-2.1	-4.5	-4.2	-2.9	-7.5
